Compound activity deposited in PubChem by National Center for Advancing Translational Sciences (NCATS).
BAZ2B inh: BAZ2B (human) inhibition; Potency, µM (titrated, usually from 114 µM), without a hit: top-dose activity change, negative = inhibition, usual class: inhibitors; 4.4% of 360,000 active; AID 504333; AlphaScreen BAZ2B-H3K14Ac peptide displacement; also: potency is read from the fitted curve at half-maximal effect; % is scaled to controls: 0 for no effect and ±100 for the full control effect; nearly all actives have a fitted effect of over 60% in size
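AlphaScreen displacement: compounds (up to 110uM) incubated 30 min at room temperature with a preformed 50 nM BAZ2B/50 nM biotinylated H3K14Ac peptide complex in PBS pH 7.4 with Tween-20. Donor and acceptor beads at 10 ug/mL final added, 20 min light-protected before reading.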
JMJD2A Tudor inh: inhibitors of human JMJD2A Tudor domain | O75164 | AlphaScreen JMJD2A-Tudor / H3K4me3 peptide binding | Potency, µM (top dose mostly 114 µM), for inactives: at the top dose activity change, negative = inhibition, hits mostly inhibitors | 4.4% of 390,000 active | AID 504339; also: potency is read from the fitted curve at half-maximal effect; % is scaled to controls: 0 for no effect and ±100 for the full control effect; nearly all actives have a fitted effect of over 50% in size
PI4K2A inh: PI4K2A (human) kinase inhibition; purified PI4K2A, ADP-Glo luminescence, 1 h; stronger effect = lower value; Q9BTU6; 0.13% of 420,000 active; activity change, negative = inhibition, % at 76.9 µM; in the data active = activity change below about -50%; inconclusive = mostly about -30% to -49%;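 also: -100% = wells without enzyme as full effect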
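Compounds are screened against recombinant PI4K2A using PI as substrate and ATP, the latter dispensed at 300 microM. Reactions run one hour at ambient temperature before ADP-Glo detection; full inhibition defined by wells lacking enzyme.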
G9a block: G9a (human) methyltransferase inhibition; Q96KQ7; G9a H3K9 monomethylation, AlphaScreen, 2 h; Potency, µM (highest dose often 102 µM), without a hit: at the top dose activity, negative = inhibition, usual class: inhibitors; 8.8% of 350,000 active; also: potency is read from the fitted curve at half-maximal effect; % is scaled to controls: 0 for no effect and ±100 for the full control effect; nearly all actives have a fitted effect of over 75% in size
Target sequence (Q96KQ7 913-1193 limits assumed): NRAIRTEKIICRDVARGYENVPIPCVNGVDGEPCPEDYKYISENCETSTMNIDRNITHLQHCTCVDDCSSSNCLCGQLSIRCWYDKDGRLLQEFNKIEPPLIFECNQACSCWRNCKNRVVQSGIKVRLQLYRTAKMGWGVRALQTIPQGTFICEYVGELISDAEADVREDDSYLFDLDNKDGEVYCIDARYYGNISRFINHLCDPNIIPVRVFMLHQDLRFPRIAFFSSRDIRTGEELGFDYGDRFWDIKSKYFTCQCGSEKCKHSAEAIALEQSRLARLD
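Readings reflect AlphaScreen signal from monomethyl-H3K9 antibody detection. HMT at 20 nM; substrate b-H3K9 500 nM; cofactor SAM 20 uM; 2 h RT reaction; compounds tested as titrations in qHTS with 15 min preincubation.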
POLH inh: inhibitors of human DNA polymerase eta | 1.2% of 390,000 active | recombinant Pol eta, fluorescent DNA replication assay | AID 588591 | Potency, µM (series often up to 114 µM), without a hit: top-dose activity change, negative = inhibition, actives largely listed as inhibitors; also: potency is read from the fitted curve at half-maximal effect; % is scaled to controls: 0 for no effect and ±100 for the full control effect
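Pol eta (10 nM) was preincubated with compounds for 15 min at room temperature, after which fluorescent replication substrate (50 nM final) was added to start the reaction. Fluorescence was read kinetically at 0 and 10 min.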
HP1b binding inh: blocks HP1-beta chromodomain binding to methylated histone tails. AlphaScreen HP1-beta / biotin-H3K9me3 peptide binding. Potency, µM (doses to about 114 µM), for inactives: at the highest dose activity change, negative = inhibition, hits mostly inhibitors. 0.56% of 390,000 active. P83916; also: potency is read from the fitted curve at half-maximal effect; nearly all actives have a fitted effect of over 70% in size; inactives centre near 23
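AlphaScreen: HP1-beta (50 nM) preformed 30 min with biotin-H3(1-18)K9me3 peptide (50 nM) in PBS pH 7.4, 0.01% Tween-20. Compound added for 30 min at RT, then streptavidin donor/nickel chelate acceptor beads (10 ug/mL) for 30 min.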
Tb PGK inh: blocks T. brucei phosphoglycerate kinase | Potency, µM (highest dose often 57.5 µM), without a hit: at the highest dose activity change, negative = inhibition, usual class: inhibitors | PGK/GAPDH coupled, Kinase-Glo luminescence, 60 min | 0.043% of 380,000 active | P07378; also: potency is read from the fitted curve at half-maximal effect; % is scaled to controls: 0 for no effect and ±100 for the full control effect; nearly all actives have a fitted effect of over 60% in size
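Luminescent ATP detection (Kinase-Glo Plus) follows a 60-minute room-temperature incubation, with wells lacking PGK as controls. Buffer: 100 mM TEA (pH 7.6), 5 mM MgCl2, 0.01% Tween-20. Coupling enzyme GAPDH (100 nM final) supplies unstable 1,3-BPG in-well.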
Pin1 inh: human Pin1 inhibition | Pin1 FP peptide displacement, HiFluor488, 10 min | AID 504891 | Potency, µM (top dose mostly 115 µM), inactives show at the highest dose activity, negative = inhibition, actives largely listed as inhibitors | 0.009% of 390,000 active | Q13526; active = well fitted inhibition curve with a large enough effect in the polarisation, with a control signal flat, not every such curve was filed as active; inconclusive = small, poorly fitted or top-dose-only effect, or effect the other way, or a change in a side signal; inactive = no such curve, though single readings can be large or run the other way; the % refers to the polarisation; also: potency is read from the fitted curve at half-maximal effect; % is scaled to controls: 0 for no effect and ±100 for the full control effect
GLS inh: glutaminase GLS (human) inhibition; O94925; GLS enzymatic activity, qHTS titration; Potency, µM (doses to about 45.5 µM), without a hit: at the highest dose activity change, negative = inhibition, most hits filed as inhibitors; 0.21% of 410,000 active; also: potency is read from the fitted curve at half-maximal effect; % is scaled to controls: 0 for no effect and ±100 for the full control effect
Target sequence (O94925 whole entry, looked up): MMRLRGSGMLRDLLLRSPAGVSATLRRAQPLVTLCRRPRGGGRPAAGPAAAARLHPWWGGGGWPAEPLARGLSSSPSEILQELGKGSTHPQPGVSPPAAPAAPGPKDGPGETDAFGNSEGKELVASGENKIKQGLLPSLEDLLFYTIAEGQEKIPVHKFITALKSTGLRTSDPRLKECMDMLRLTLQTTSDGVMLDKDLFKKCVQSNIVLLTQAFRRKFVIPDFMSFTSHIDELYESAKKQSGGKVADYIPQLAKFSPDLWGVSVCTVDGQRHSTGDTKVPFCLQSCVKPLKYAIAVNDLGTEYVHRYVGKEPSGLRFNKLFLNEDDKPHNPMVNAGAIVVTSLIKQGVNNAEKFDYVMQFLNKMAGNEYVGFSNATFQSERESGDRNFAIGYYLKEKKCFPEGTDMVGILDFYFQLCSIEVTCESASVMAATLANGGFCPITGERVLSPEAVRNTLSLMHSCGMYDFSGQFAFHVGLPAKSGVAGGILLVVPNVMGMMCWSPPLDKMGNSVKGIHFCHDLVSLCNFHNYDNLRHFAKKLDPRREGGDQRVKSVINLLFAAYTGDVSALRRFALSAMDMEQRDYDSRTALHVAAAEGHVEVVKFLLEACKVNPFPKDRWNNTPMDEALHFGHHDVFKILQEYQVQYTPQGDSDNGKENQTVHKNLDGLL
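Human kidney-isoform GLS in 45 mM KH2PO4 pH 8.2, 0.02% Tween-20, with compound, started with 1mM L-Glutamine (added stock). Glutamate oxidase/HRP/Amplex red coupled fluorescence read at start and after 30 min at RT.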
* hit, by the source's call; i = inactive; ? = inconclusive; . = no result given; & = joins results of further samples; ! = repeats disagree; [ ] = dose if it differs, or a comment. Unless noted, calls follow the shape of the dose curve; as a rule, active = well fitted curve in the direction sought with a large enough effect; inconclusive = small, poorly fitted or top-dose-only effect, or another doubt; inactive = no such curve, though single readings can be large; an effect the other way counts as inactive or inconclusive. An excerpt; the hit share may differ from the screen's.

Sample of the layout (four entries):
Results follow in this order: PI4K2A inh	Pin1 inh	Tb PGK inh	GLS inh	POLH inh	G9a block	HP1b binding inh	BAZ2B inh	JMJD2A Tudor inh
Cc1ccc(C(=O)NCC(=O)Nc2ccncc2)cc1C
  -6	1%	i	8%	-7%	.	14%	-2%	-4%
O=C(C1CCC(=O)N(C2CC2)C1)N1CCC(Oc2ccccc2F)CC1 (stereo not given)
  1	0%	-4%	0%	-6%	.	30%	-2%	-6%
O=C(O)Cc1c[nH]c2ccc(O)cc12
  2&-2	4%	-5%	17%	-1%[57.1 µM]	24µM*!	30%	.	-9%
Cc1c(OCC(=O)NCC(O)c2ccccc2)ccc2c3c(c(=O)oc12)CCC3 (stereo not given)
  5	11%	-4%	-3%	5%	75%[activator]	29%	-15%	-18%

Main list, from the start:
Results follow in this order: PI4K2A inh	Pin1 inh	Tb PGK inh	GLS inh	POLH inh	G9a block	HP1b binding inh	BAZ2B inh	JMJD2A Tudor inh
Cc1ccc(C(=O)NCC(=O)Nc2ccncc2)cc1C
  -6	1%	i	8%	-7%	.	14%	-2%	-4%
O=C(C1CCC(=O)N(C2CC2)C1)N1CCC(Oc2ccccc2F)CC1 (stereo not given)
  1	0%	-4%	0%	-6%	.	30%	-2%	-6%
O=C(O)Cc1c[nH]c2ccc(O)cc12
  2&-2	4%	-5%	17%	-1%[57.1 µM]	24µM*!	30%	.	-9%
Cc1c(OCC(=O)NCC(O)c2ccccc2)ccc2c3c(c(=O)oc12)CCC3 (stereo not given)
  5	11%	-4%	-3%	5%	75%[activator]	29%	-15%	-18%
CC1CCCCN1S(=O)(=O)c1csc(C(N)=O)c1 (stereo not given)
  1	0%	3%	1%	4%	10%	28%[57 µM]	?	-5%
CC(C)C(NS(=O)(=O)c1ccccc1)C(=O)N1CCN(C(=O)c2ccco2)CC1 (stereo not given)
  2	-1%	-5%	-3%	-4%	27%	30%	-9%	-15%
Cc1ccc(S(=O)(=O)N2CCC(C(=O)NCC3CCCCC3)CC2)cc1
  4	-3%	-2%	14%	-11%	-11%	1%	-1%	-9%
COc1cc(Nc2nc3ccccc3c3nnc(C)n23)cc(OC)c1
  2	2%	16%	0%	-8%	-5%[59 µM]	29%	-16%	-1%
COc1ccc(Cl)cc1NC(=O)c1noc(C)c1[N+](=O)[O-]
  -1	-2%	9%	-1%	-13%	18%	52%[activator]	-20%	0%
CNc1sc(C(=O)c2cccs2)c(N)c1-c1nc2ccccc2s1
  -16	3%	-5%	1%	-16%	?	-16%	-6%	50µM*

(further entries)
Results follow in this order: PI4K2A inh	Pin1 inh	Tb PGK inh	GLS inh	POLH inh	G9a block	HP1b binding inh	BAZ2B inh	JMJD2A Tudor inh
Cc1ccc(S(=O)(=O)Nc2ccc(O)c3ccccc23)c(C)c1
  ?	0%	7%	7.9µM*	-6%	22µM*	50µM*	45µM*	45µM*
C[C@H](CO)N1C[C@H](C)[C@@H](CN(C)C(=O)Nc2ccc3c(c2)OCO3)Oc2c(NC(=O)c3ccncc3)cccc2C1=O
  -3	-4%	-8%	9%	-10%	.	30%	.	-23%
Cc1cc(C)cc(NC(=O)Cn2c(=O)c3ccccc3n3nncc23)c1
  2	-2%	i	-8%	0%	6%[59 µM]	23%	-3%	-25%
O=C(CCn1c(=O)sc2ccccc21)NCc1cccs1
  1	2%	-1%	10%	-7%	13%[59 µM]	12%	5%	-7%
Cc1cc(C(=O)Nc2cnc3ccccc3c2)ccc1[N+](=O)[O-]
  4	-5%	i	11%	-15%	-7%	5%	-5%	-6%
COc1ccc(-c2ccc(CN3C(CC(C)C)C(=O)N(Cc4cn(CC5CCCCC5)nn4)CCS3(=O)=O)cc2)cc1OC (stereo not given)
  3	.	6%	0%	-23%	.	.	.	.
CCCCNC(=O)c1onc(CSc2cccc3ccccc23)c1C(=O)O
  1	?	-9%	17%	-17%	27%[0.501 µM]	43%[activator]	-37%	-7%
CN(C(=O)c1nn(C)c2c1CSc1ccccc1-2)c1ccc(F)cc1
  -2	-10%	-4%	2%	-11%	6%	57%[activator]	-28%	-25%
CCc1ccc(NC(=O)NCc2ccccn2)cc1
  6	1%	i	-8%	-4%	.	25%	-26%	-9%
CCOC(=O)CC(NS(=O)(=O)c1ccc(OC)c(OC)c1)c1cccc([N+](=O)[O-])c1 (stereo not given)
  3	-6%	-5%	2%	-13%	?	9%	-7%	-7%

(cont.)
Results follow in this order: PI4K2A inh	Pin1 inh	Tb PGK inh	GLS inh	POLH inh	G9a block	HP1b binding inh	BAZ2B inh	JMJD2A Tudor inh
CCN1CCCc2cc(CN(CCN3CCOCC3)C(=S)Nc3ccc(OC)c(OC)c3)ccc21
  1	3%	2%	17%	7%	-7%[59 µM]	30%	-34%	-26%[11.4 µM]
Cc1ccc(C(=O)Nc2nc(C)c(C)s2)o1
  -17	-2%	-14%	21%	4%	?	19%	-7%	-15%
O=C(NN1C(=O)C2C3c4ccccc4C(c4ccccc43)C2C1=O)c1ccccc1 (stereo not given)
  -3	3%	-2%	-4%	-11%	16%[59 µM]	21%	-7%	-15%
COc1ccc(NC(=O)CCS(=O)(=O)c2nc(-c3cccs3)cc(C(F)(F)F)n2)cc1
  1	-2%	0%	8%	-4%	?	28%	-4%	-18%
FC(F)(F)c1nnc2ccc(-n3ccnc3)nn12
  -5	-4%	-1%	5%	-10%	?	34%	-7%	-8%
CCCN(CCC)Cc1c(C(=O)N/N=C/CCc2ccccc2)nnn1-c1nonc1N
  4	2%	-3%	-12%	-25%	13%	34%	-1%	-13%
CCOc1ccc(NC(=S)NNC(=O)c2ccc(Br)cc2)cc1
  3	0%	-2%	?	1%	35µM*	0%	-38%	?
O=C(NC1CC1)C1=C[C@@H](C2CC2)C[C@@H](OCCCCO)O1
  4	0%	-5%	2%	-4%	.	31%	.	-17%
CC(C)OCc1c(C(=O)Nc2nccs2)oc2ccccc12
  -3	1%	-15%	-9%	-20%	51%[activator]	38%	-4%	-13%
COCCNC(=O)C(=O)NCC1OCCN1S(=O)(=O)c1ccc(F)cc1 (stereo not given)
  -2	3%	-7%	-1%	-12%	29%	16%	-13%	-2%

Complete entries, looked up by structure:
`FC(F)(F)c1nnc2ccc(-n3ccnc3)nn12` is listed as PI4K2A inh: -5; Pin1 inh: -4%; Tb PGK inh: -1%; GLS inh: 5%; POLH inh: -10%; G9a block: ?; HP1b binding inh: 34%; BAZ2B inh: -7%; JMJD2A Tudor inh: -8%
`Cc1ccc(C(=O)Nc2nc(C)c(C)s2)o1` is listed as PI4K2A inh: -17; Pin1 inh: -2%; Tb PGK inh: -14%; GLS inh: 21%; POLH inh: 4%; G9a block: ?; HP1b binding inh: 19%; BAZ2B inh: -7%; JMJD2A Tudor inh: -15%

Next part
Results follow in this order: PI4K2A inh	Pin1 inh	Tb PGK inh	GLS inh	POLH inh	G9a block	HP1b binding inh	BAZ2B inh	JMJD2A Tudor inh
Cc1cccc(C)c1OCc1nnc(SCC(=O)NCc2ccccc2)o1
  -2	-1%	4%	8%	-12%	8%[12.7 µM]	46%[activator]	0%	3%
Cc1ccc(Cn2c(=O)c3c(nc4n3CCCN4Cc3ccccc3)n(C)c2=O)cc1
  -7	-4%	4%	-3%	-27%	15%[59 µM]	-1%	3%	0%
COc1ccc(OCC(=O)Nc2c(C(=O)N(CCN(C)C)Cc3ccco3)oc3ccccc23)cc1
  0	8%	2%	14%	-12%	15%[59 µM]	?	71µM*	?
CN(C)c1nc2n(c(=O)n1)CCS2
  1	-1%	-5%	-8%	-5%	-5%[59 µM]	30%	0%	11%
COc1ccc(OCC(O)Cn2c(N)nc3c2c(=O)[nH]c(=O)n3C)cc1 (stereo not given)
  5	1%	5%	-1%	-17%	19%	18%	-1%	0%
Cc1cc(Nc2ccc(Br)cc2F)n2nc(C)nc2n1
  7	5%	-3%	1%	-8%	?	43%[activator]	-7%	6%
COc1cc(C2C3=C(CC(C)(C)CC3=O)Nc3ccccc3N2C(C)=O)cc(OC)c1OC (stereo not given)
  1	1%	2%	8%	-6%	.	14%	16%	-4%
c1cc(-c2n[nH]c(-c3ccncc3)n2)ccn1
  -2	-6%	9%	-3%	-4%	.	64%[activator]	.	-5%
O=C(CS(=O)(=O)c1cn(Cc2ccc(Cl)cc2)c2ccccc12)N1CCCCC1
  -3	-1%	7%	-10%	-5%	17%[59 µM]	41%[activator]	12%	-8%
COc1ccc([C@H]2CC(=O)C=C(c3cccc(C(C)C)c3)C2)cc1
  -4	-1%	i	3%	-21%	1%[0.501 µM]	122%[activator]	5%	27%

Further structures.
Results follow in this order: PI4K2A inh	Pin1 inh	Tb PGK inh	GLS inh	POLH inh	G9a block	HP1b binding inh	BAZ2B inh	JMJD2A Tudor inh
Cc1cc(C(=O)N2CCN(c3ccc(C(F)(F)F)cn3)CC2)c(C)o1
  1	-21%	3%	-1%	-7%	-6%	15%	-24%	-20%
CCC(C)(C)n1nnnc1CN(Cc1ccc(Cl)cc1)Cc1ccco1
  3	17%	-3%	-3%	-17%	-14%	68%[activator]	12%	15%
CCOc1cc2[nH]c(=O)n(CCC(=O)N3CCN(c4ccccc4)CC3)c(=O)c2cc1OCC
  1	-1%	-2%	2%	-14%	-4%[59 µM]	34%	2%	-4%
O=C(COC(=O)/C=C/c1ccc(F)cc1)Nc1ccc2[nH]c(=O)[nH]c2c1
  3	12%	-1%	5%	-2%	38%[0.501 µM]	9%	27%	0%
